High-throughput results deposited in PubChem BioAssay by Sanford-Burnham Center for Chemical Genomics.
APOBEC3G inh: APOBEC3G (human) deaminase inhibition; Q9HC16; 330,000 compounds, 0.28% hits; inhibition, % at 20 µM; recombinant A3G, ssDNA deamination FAM/TAMRA fluorescence;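 active = inhibition of at least 40% at 20 µM, with no more than 30% in the related APOBEC3A deaminase screen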;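 note: plate controls were DMSO wells with A3G for no effect and wells lacking A3G enzyme for full effect; some compounds called inactive have numbers as strong as hits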
Target sequence (Q9HC16 whole entry, looked up): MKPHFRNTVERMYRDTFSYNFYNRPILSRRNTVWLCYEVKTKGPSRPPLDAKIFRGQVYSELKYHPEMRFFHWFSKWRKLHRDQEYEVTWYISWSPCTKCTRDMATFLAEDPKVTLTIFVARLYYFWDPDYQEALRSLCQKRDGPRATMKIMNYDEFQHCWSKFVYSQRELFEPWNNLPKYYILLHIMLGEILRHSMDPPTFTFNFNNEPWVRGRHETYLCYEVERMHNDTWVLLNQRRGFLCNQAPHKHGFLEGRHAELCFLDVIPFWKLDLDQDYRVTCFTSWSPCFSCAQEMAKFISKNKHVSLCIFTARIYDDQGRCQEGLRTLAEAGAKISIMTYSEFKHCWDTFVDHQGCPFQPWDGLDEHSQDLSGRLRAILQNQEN
APOBEC3A inh: blocks human APOBEC3A ssDNA deamination; 330,000 compounds, 0.41% hits; recombinant A3A, FAM/TAMRA ssDNA deamination fluorescence; inhibition, % at 20 µM; AID 493011; P31941;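 active = at least 40% inhibition at 20 µM here, with at most 30% in a related deaminase screen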;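 note: plate controls were A3A with DMSO for no effect and wells lacking A3A enzyme for full effect; some results filed as inactive read as strong as hits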
Target sequence (P31941 whole entry, looked up): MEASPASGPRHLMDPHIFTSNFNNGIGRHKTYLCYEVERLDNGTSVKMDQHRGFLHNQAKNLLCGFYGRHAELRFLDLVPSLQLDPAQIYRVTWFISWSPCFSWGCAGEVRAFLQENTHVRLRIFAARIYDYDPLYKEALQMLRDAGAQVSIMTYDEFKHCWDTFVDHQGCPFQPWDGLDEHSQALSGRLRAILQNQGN
NALP3 yeast inh: inhibitors of NALP3 inflammasome in yeast | Yeast reconstituted NLRP3/ASC/caspase-1, beta-gal luminescence, 24 h | inhibition, % at 10 µM | 330,000 compounds, 0.39% hits | AID 2825;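 active = inhibition of 50% or more; inactive = inhibition below 50%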;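 note: plate controls were induced DMSO wells for no effect and uninduced yeast grown without galactose for full effect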
mIAP activ: increases mouse intestinal alkaline phosphatase activity | muIAP, CDP-Star luminescence, 30 min; hits give high values; 1 = vehicle-only enzyme signal, 0 = enzyme-free wells | activation factor at 10 µM | 330,000 compounds, 0.24% hits | AID 2805;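 active = activation factor of at least 2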; note: the source names both 10 and 20 µM as test concentration; values of inactives mirror those of a sister screen read the other way
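System: Mouse IAP enzyme | Also added: CDP-Star substrate | Dosing: Compounds dispensed in DMSO | Schedule: 30 min enzyme-substrate-compound incubation at room temperature | Technique: Chemiluminescence readout | Control set: DMSO-only wells and no-enzyme negative control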
mIAP block: mouse IAP inhibition. purified mouse IAP, CDP-Star luminescence, 30 min. inhibition, % at 10 µM. 330,000 compounds, 0.2% hits;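 active = inhibition of at least 40% at 10 µM in the primary screen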;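 note: plate controls were DMSO with enzyme for no effect and no enzyme wells for full effect; values of inactives mirror those of a sister screen read the other way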
SENP1 FRET inh: SENP1 (human) catalytic domain inhibition; Q9P0U3; recombinant SENP1 catalytic domain, CyPet-SUMO1-YPet FRET cleavage; inhibition, % at 10 µM; AID 624204; 360,000 compounds, 0.21% hits;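 active = inhibition at least 30% at 10 µM, raw YFP signal under a set limit, fluorescence ratio 0.5 to 1.5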;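 note: 0% = enzyme with DMSO and 100% = no enzyme wells; some results filed as inactive read as strong as hits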
Target sequence (Q9P0U3 419-644 limits assumed): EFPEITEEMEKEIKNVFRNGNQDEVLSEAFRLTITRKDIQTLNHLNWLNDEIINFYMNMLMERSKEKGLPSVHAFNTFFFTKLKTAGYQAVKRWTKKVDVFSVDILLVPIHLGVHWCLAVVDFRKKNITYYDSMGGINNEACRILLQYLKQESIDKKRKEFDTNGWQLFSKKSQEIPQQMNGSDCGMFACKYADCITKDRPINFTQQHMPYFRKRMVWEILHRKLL
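system = hSENP1 catalytic domain, recombinant | reagent = SFCypet-SUMO1-SFYpet substrate at 25 nM | doses = one dose per compound, 10 µM, 0.5% DMSO | incubation = enzyme reaction for 50 min at room temperature, dark | measured by = FRET, CFP and YFP emission | controls = no-enzyme low, enzyme-DMSO high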
hIAP act: increases human intestinal alkaline phosphatase activity. P09923. purified human IAP, CDP-Star luminescence, 30 min; hits give high values; 1 = vehicle-only enzyme, 0 = enzyme-free background. activation factor at 10 µM. 330,000 compounds, 0.16% hits;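 active = activation factor of the enzyme at least 2-fold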; note: the source names both 10 and 20 µM as test concentration; values of inactives mirror those of a sister screen read the other way
beta cell repl: inducers of beta-cell replication in MIN6 cells; MIN6 cells proliferation, ATPlite luminescence, 48 h; cells starved in 0.2% serum; 100% = growth in 10% serum; proliferation, % at 10 µM; 330,000 compounds, 0.29% hits; AID 2380;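 active = compounds whose signal lies at least 3.5 SD above the mean of all wells on their plate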;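 note: 0% = DMSO-treated cells in low-serum medium and 100% = 10% serum control; some compounds called inactive have numbers as strong as hits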
hIAP inh: blocks human intestinal alkaline phosphatase; P09923; purified IAP, CDP-Star luminescence, 30 min; inhibition, % at 10 µM; 330,000 compounds, 0.12% hits;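 active = inhibition reaching a set limit with compound at 10 µM in the primary screen, cut at about 35% in these data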;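 note: plate controls were DMSO wells with enzyme for no effect and no-enzyme buffer wells for full effect; values of inactives mirror those of a sister screen read the other way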
* hit, by the source's call.

item	Structure	APOBEC3G inh	APOBEC3A inh	NALP3 yeast inh	mIAP activ	mIAP block	SENP1 FRET inh	hIAP act	beta cell repl	hIAP inh
1	O=C(/C=C/c1c(F)cccc1Cl)c1ccc(F)cc1	-5.2	-1.6	-6.8	0.872	12.8	0.4	0.757	-6.8	24.3
2	COc1ccc(-c2cnn3cc(-c4cccc(Cl)c4)cnc23)cc1	-10.1	-6.3	6.5	1.04	-3.9	5.4	1.04	-1.5	-4.1
3	CN1C(=O)CC(N2CCN(CC(N)=O)CC2)C1=O (configuration not stated)	-1.8	1.6	-1.8	0.926	7.4	0.9	0.956	3.0	4.4
4	O=C(Nc1ccon1)Nc1cccc(Cl)c1Cl	-3.1	-1.2	-1.3	1.02	-2.3	-1.2	0.849	0.2	15.1
5	O=C(COC(=O)c1ccc([N+](=O)[O-])o1)NCc1ccccc1	-3.8	-0.6	10.8	1.09	-9.1	-29.3	1.09	2.1	-9.5
6	S=C(NCc1ccco1)Nc1ccc(Br)cc1Cl	-7.1	-5.3	22.4	1.21	-20.9	-0.6	0.925	-2.8	7.4
7	O=C(COC(=O)CSc1nnc(-c2ccc(Cl)cc2)o1)Nc1cc(Cl)ccc1Cl	-6.0	-0.4	-2.7	1.07	-7.3	1.1	1.03	-1.1	-3.0
8	O=C(NCCc1cccc(F)c1)/C(=C/c1cccnc1)NC(=O)c1ccccc1	-6.3	-0.6	5.7	0.915	8.5	0.2	0.914	-1.6	8.6
9	COc1cc(/C=N/Nc2ncc(C(F)(F)F)cc2Cl)cc(OC)c1O	-5.6	0.4	11.0	0.959	4.1	-1.4	0.944	0.1	5.6
10	Cc1c(NCc2nc3ccccc3[nH]2)c(=O)n(-c2ccccc2)n1C	-2.9	-5.7	13.1	0.948	5.2	-21.1	1.11	-1.5	-10.7
11	COc1cc(CNCCc2c[nH]c3ccccc23)ccc1OCc1ccc(F)cc1	-3.7	-0.4	40.2	0.93	7.1	1.2	0.854	-3.3	14.6
12	Cc1ccc(Cl)c(OCC(=O)OCC(=O)NC2CCCc3ccccc32)c1 (configuration not stated)	-4.3	-0.1	8.9	0.982	1.8	2.0	1.32	-3.1	-32.3
13	CCOc1ccc(N2C(=O)c3cccnc3C2Nc2ccc(C)c(C)c2)cc1 (configuration not stated)	-1.5	-0.1	17.7	0.939	6.1	0.0	0.993	-2.1	0.7
14	CC1CCN(C(=O)/C(=C\c2ccccc2F)NC(=O)c2ccccc2)CC1	-5.9	-2.1	8.0	1.02	-1.6	0.0	1.12	-2.2	-12.2
15	Cc1cccc(-n2c(C)cc(C(=S)N3CCOCC3)c2C)c1C	-15.0	2.5	11.8	0.86	14.0	-1.6	0.888	-3.3	11.2
16	CC(OC(=O)Cc1c(F)cccc1Cl)C(=O)NCCC1=CCCCC1 (configuration not stated)	-1.2	1.7	19.1	0.989	1.1	4.6	1.15	0.0	-15.2
17	COC(=O)c1ccc(S(=O)(=O)N2Cc3ccccc3C2)cc1	-5.7	-2.6	30.6	0.99	1.0	-0.1	0.967	-3.3	3.3
18	N#CCC(=O)N/N=C/c1cc([N+](=O)[O-])ccc1N1CCOCC1	-1.8	2.1	29.7	0.907	9.3	0.9	0.899	-0.3	10.1
19	CN(C)/N=C1\CCS(=O)(=O)c2sccc21	-5.8	-3.2	16.5	0.859	14.1	-0.9	1.04	-3.0	-3.7
20	CCOc1ccc(-c2nc(N)ncc2Oc2ccccc2Br)c(O)c1	3.7	1.4	22.7	0.907	9.3	-0.7	0.866	-6.7	13.4
21	C/C=C/c1ccc(OCCCCN2CC(C)CC(C)C2)c(OC)c1 (configuration not stated)	-6.1	-2.5	15.6	0.99	1.0	-0.3	0.873	-3.9	12.7
22	CN(Cc1cccs1)C(=O)c1ccc(S(=O)(=O)NCc2ccco2)cc1	-2.0	-3.0	-4.6	0.952	4.8	-0.1	0.919	0.2	8.1
23	Cc1ccnc(Nc2nc(-c3sc(C)nc3C)cs2)c1	-8.1	-3.0	-9.5	1.02	-1.7	1.5	1.02	-1.7	-2.3
24	CCNC(=O)/C=C1\NC(C)(C)Cc2c1ccc1ccccc21	-2.4	-0.3	32.4	0.997	0.3	-3.4	1.08	-3.0	-8.5
25	C=CCn1c(SCc2nc3cc(C(F)(F)F)ccc3c(=O)[nH]2)nc2sc(CC)cc2c1=O	-2.7	1.0	11.3	0.917	8.3	-16.6	1.02	0.0	-1.7
26	CS(=O)(=O)Nc1ccc(S(=O)(=O)N2CCCCCC2)cc1	-13.5	-3.4	8.0	0.984	1.6	-0.1	1.18	2.0	-18.2
27	COc1cc2nc(CN3CCN(S(=O)(=O)c4ccc(C)c(C)c4)CC3)[nH]c(=O)c2cc1OC	2.0	1.0	13.4	0.949	5.1	2.3	1.2	0.7	-20.1
28	CNC(=S)N1CCN=C1Nc1nc(C)cc(C)n1	-6.5	-3.2	5.8	0.98	2.0	3.3	0.963	-3.5	3.7
29	Cc1nn(Cc2ccc(Cl)cc2)c(C)c1NC(=O)CSc1nc2c(c(C(F)(F)F)n1)CCc1ccccc1-2	0.3	4.9	5.2	0.824	17.6	1.8	1.06	-2.5	-6.3
30	CCOC(=O)c1oc2ccc(/C=N/O)c(Cl)c2c1C	0.7	1.5	30.8	1.01	-1.4	1.0	1.01	1.8	-0.6
31	CCOC(=O)c1oc2ccc(CNC(C)(C)C)c(Cl)c2c1C	1.9	6.0	9.7	0.992	0.8	1.9	1.07	-4.0	-6.9
32	CCOC(=O)c1sc(C)c2c(=O)n(CC)nnc12	-6.1	-4.9	1.5	1.06	-6.1	0.9	0.97	-1.8	3.0
33	N/C(Cc1cccc2ccccc12)=N\O	7.4	3.9	17.4	1.12	-12.5	-12.1	1.56	-3.7	-56.4
34	CCn1c(SCC(=O)Nc2ccc3c(c2)OCCO3)nnc1C(C)C	-7.5	-3.5	9.7	0.973	2.7	2.5	1.02	0.0	-1.6
35	CC(C)Cc1nnc(NC(=O)c2cc3c(s2)CCC3)s1	5.2	19.2	-8.2	0.845	15.5	-36.7	1.07	-0.3	-6.9
36	CC(=C\C(=O)O)/C(=C/c1ccco1)C(=O)O	-2.5	4.5	-3.2	1.09	-8.6	1.3	1.04	-0.6	-3.8
37	Cc1ccc(S(=O)(=O)Nc2cc(-c3nn(C)c(=O)c4ccccc34)ccc2N2CCOCC2)cc1	-3.6	0.4	-3.8	0.932	6.8	-0.1	0.934	-4.0	6.6
38	Cc1ccc(NC(=O)c2c([N+](=O)[O-])cnn2C)cc1C	-2.3	1.2	17.3	0.889	11.1	0.6	1.14	0.7	-13.9
39	COC(=O)c1ccc(CNCC(O)COc2ccc(-c3ccccc3)cc2)cc1 (configuration not stated)	-4.2	-0.1	39.3	0.956	4.4	0.3	0.968	0.0	3.2
40	Cn1c(CNC(=O)c2ccc(F)cc2)nc2ccccc21	-0.5	1.7	4.4	0.917	8.3	-1.6	1.04	-3.9	-4.4
41	NC(=O)c1ccc(NC(=O)Nc2ccc3c(c2)OCO3)cc1	-2.7	-1.1	12.9	1.04	-4.0	0.0	0.896	-0.3	10.4
42	COc1ccc(OC)c(CN2CCN(C(=O)c3ccco3)CC2)c1	-4.0	0.8	9.8	1.03	-2.7	0.7	0.855	-0.4	14.5
43	COCc1nnc(NC(=O)CSc2ccc(C)cc2)s1	-2.5	-1.2	7.7	1	0.0	0.7	1.08	-0.4	-7.9
44	O=C(NC1CCCCNC1=O)c1ccco1 (configuration not stated)	-4.8	-1.4	13.1	0.993	0.7	1.1	1.01	1.1	-1.5
45	CCCCN(C(=O)C1CC(=O)N(c2ccc(OC)cc2OC)C1)c1c(N)n(CC(C)C)c(=O)[nH]c1=O (configuration not stated)	0.1	22.4	5.7	0.987	1.3	-6.5	1.06	-4.9	-5.7
46	N#Cc1c2n(c(=S)n(-c3ccccc3[N+](=O)[O-])c1=O)CCCCC2	-4.8	0.3	-10.1	1.01	-1.1	0.3	0.954	-2.5	4.6
47	COc1ccc(CNC(=O)Cn2nnc(-c3ccc(NC(=O)C4CCCCC4)cc3)n2)cc1	-3.6	1.3	17.2	1.11	-11.5	2.0	1.25	-0.5	-24.6
48	CCOC(=O)c1sc(NC(C)=O)nc1C	0.0	-6.4	6.4	1.03	-2.7	1.7	0.951	-1.9	4.9
49	CCOC(=O)Cc1csc(NC(=S)NC(=O)c2cccc([N+](=O)[O-])c2)n1	-9.5	-8.0	12.7	0.968	3.2	2.4	1.12	0.0	-12.4
50	CCOc1cc(/C=N/NC(=O)Cn2nc([N+](=O)[O-])cc2C)cc(Br)c1OCc1ccccc1C	-4.4	-3.6	17.2	0.886	11.4	2.9	0.886	-6.2	11.4
51	CCOc1ccc(N2C(=O)Nc3ccccc3C2(O)C(=O)NCc2ccc(C)cc2)cc1 (configuration not stated)	-4.4	3.7	0.6	1.14	-14.4	0.0	1.13	0.6	-13.2
52	Cc1ccsc1C(=O)NCC(=O)OCc1ccccc1	-3.1	-3.0	9.9	1.01	-0.8	1.0	0.934	3.3	6.6
53	Cc1ccc(/C=N/NC(=O)C(NC(=O)c2ccccc2)c2n[nH]c(=O)c3ccccc23)cc1 (configuration not stated)	-4.3	-0.6	3.5	0.958	4.2	0.1	1.01	-0.1	-1.5
54	Cc1ccc(S(=O)(=O)NCCC(=O)NCCCSc2ccccc2)cc1	-2.1	-1.0	15.4	1.2	-20.3	-0.3	1.08	-2.0	-7.9
55	Cc1cc(NC(=O)Cn2nnc(-c3ccccc3NC(=O)c3ccccc3F)n2)no1	4.9	-1.3	12.7	0.988	1.2	2.4	0.948	-1.3	5.2
56	COc1ccc(C(c2c(O)nc(SC)n(C)c2=O)c2c(O)nc(SC)n(C)c2=O)cc1O	-4.6	-1.4	6.3	0.946	5.4	1.8	0.912	0.0	8.8
57	Cc1cc(Oc2ccccc2)nc(OCC#N)n1	-3.9	-1.9	-35.8	0.977	2.3	-0.1	0.973	-0.6	2.7
58	N#Cc1c(N)nc(N)nc1Nc1ccc(Br)cc1	-13.9	-3.5	0.4	1.01	-0.9	0.3	0.841	-5.2	15.9
59	O=C(O)CCc1ccc(-c2ccc(Br)cc2)n1-c1cccc(O)c1	-5.8	-3.0	19.5	0.988	1.2	-1.1	1.07	-6.6	-6.9
60	CCOC(=O)Nc1sc(NS(=O)(=O)c2ccccc2)nc1C	-4.5	-1.4	12.5	0.909	9.1	1.6	0.837	-2.0	16.3

Further results follow:
item	Structure	APOBEC3G inh	APOBEC3A inh	NALP3 yeast inh	mIAP activ	mIAP block	SENP1 FRET inh	hIAP act	beta cell repl	hIAP inh
61	COc1ccccc1C(=O)NCCC(=O)N1CCN(S(=O)(=O)c2cccc(Cl)c2)CC1	-4.6	-4.6	19.3	1.14	-13.6	0.2	1.09	-2.2	-9.2
62	Cc1ccc(-c2nc(NC(=O)c3nn(C)cc3[N+](=O)[O-])sc2C)cc1C	-7.9	-5.6	8.0	1.01	-0.7	0.8	0.97	-2.3	3.0
63	CCCCCn1c(N(C)Cc2ccccc2)nc2c1c(=O)[nH]c(=O)n2C	-7.5	-3.7	7.7	0.994	0.6	1.3	1.19	2.0	-19.3
64	O=[N+]([O-])c1cc(Br)c2nsnc2c1N1CCOCC1	-6.1	-5.7	27.9	0.923	7.7	5.3	1.19	0.9	-19.1

An excerpt. The share of hits here may be higher or lower than overall.
